# S3 lipid droplet: qHTS Assay for Lipid Storage Modulators in Drosophila S3 Cells | Potency in µM for hits, for the others lipid storage change, negative = inhibition, % at the top dose, mostly 46.1 µM | AID 2685 | Drosophila S3 cells, BODIPY lipid droplet fluorescence, 18-24 h; cells fed with added oleic acid | 0.64% of 320,000 active; active means well fitted inhibition curve with a large enough effect in the signal ratio, with a control signal flat, not every such curve was filed as active; inconclusive means small, poorly fitted or top-dose-only effect, or effect the other way, or a change in a side signal; the % refers to the signal ratio
#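 Drosophila S3 cells loaded with oleic acid (400 uM, as added) and compounds at several concentrations; lipid droplets imaged by 488-nm laser-scanning cytometry, 500–530 nm intensity and object ratio to cell channel. Percent activity normalized to 20 uM Triacsin C.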
# S3 lipid droplet cell count max: second read-out of S3 lipid droplet, no call of its own (marks repeat the call); cell number change, %; measured here: cell count max response;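 cells counted by Cell Tracker Red CMTPX staining in the red channel; peak over a dose series mostly up to 46.1 µM; percent activity relative to internal control wells on each plate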
# * = called active by the depositor; i = inactive; ? = inconclusive; nt = not tested or not shown. On the % scale 0 is the no-effect control and ±100 the full control effect; potency means the concentration at half of the fitted maximal effect. A portion of the library; count on the stated rates, not on these rows.
SMILES,S3 lipid droplet,S3 lipid droplet cell count max
COc1cc(N2C(=O)CC(=O)NC2=O)cc(OC)c1OC,16.1%,13.3
CC(=O)c1ccc(OC(=O)N(c2ccccc2)c2ccccc2)cc1,?,nt
Clc1ccccc1N1CCN(Cc2ccc3c(c2)OCO3)CC1,?,nt
Cc1cccnc1-n1c(-c2ccco2)nc2ccccc2c1=O,14.9%,-5.5
CC1CCN2c3nc4ccccn4c(=O)c3CC3(C(=O)N(C)C(=O)N(C)C3=O)C2C1 (stereo not given),?,nt
Cc1ccc(-c2ccc(=O)n(CCC(=O)N3CCC4(CC3)OCCO4)n2)cc1,-5.7%,-18.3
COc1ccc(C(=O)CN2CCOCC2)cc1F,?,nt
COC(=O)c1c(C)oc2ccc(OC(=O)N3CCOCC3)cc12,?,nt
NC(=S)c1cn(C2OC(CO)C(O)C2O)c2ncnc(N)c12 (stereo not given),?,nt
CCOc1ccc(N2C(=O)NC(=O)/C(=C\c3ccc(N4CCCCC4)o3)C2=O)cc1,?,nt
CC/C(=N\NC(=O)c1ccccc1)c1c(O)n(C2CCCCC2)c(=O)[nH]c1=O,?,nt
O=C(CCC(=O)N1C[C@H]2C[C@@H](C1)c1cccc(=O)n1C2)NCc1ccccc1,?,nt
Nc1c(C(=O)NCc2ccco2)c2nc3ccccc3nc2n1Cc1ccc(F)cc1,?,nt
Cc1ccc2c(c1)CC1(CN2C)C(=O)NC(=O)N(c2cccc(C)c2C)C1=O (stereo not given),?,nt
COc1ccc(CCNCc2cccn2C)cc1,?,nt
O=[N+]([O-])c1cccc2c([As](=O)(O)O)cccc12,-2.7%,18.6
CCOP(=O)(OCC)C(Cc1ccccc1)NC(C)=O (stereo not given),-8.9%,6.6
O=c1[nH]c(=S)n(C2CCCCC2)c(O)c1/C=N/N1CCOCC1,4.2%,8.3
CCOC(=O)C1CCN(C(C)C(=O)c2c[nH]c3ccccc23)CC1 (stereo not given),i,-10.7
COC(=O)N(c1ccccc1)P(=O)(Oc1ccccc1)Oc1ccccc1,?,nt
O=C(/C=C/c1ccccc1)NC(=S)N1C[C@H]2C[C@H](C1)c1cccc(=O)n1C2,?,nt
ClC1C(Cl)C(Cl)C(Cl)C(Cl)C1Cl (stereo not given),?,nt
Cc1ccc([N+](=O)[O-])cc1,?,nt
O=C1CC(=O)N(c2cccc(Br)c2)C(=O)N1,?,nt
CSc1ccc(C(=O)C2CCCN(Cc3cc4ccccc4[nH]3)C2)cc1 (stereo not given),?,nt
CCn1c(O)c(C(c2ccccn2)c2c(O)n(CC)c(=S)[nH]c2=O)c(=O)[nH]c1=S,?,nt
Clc1ccc(COC(Cn2ccnc2)c2ccc(Cl)cc2Cl)c(Cl)c1 (stereo not given),?,nt
O=C(c1cc2cc(Cl)ccc2[nH]1)N1CCC2(CC1)OCCO2,i,16.0
Cc1ccc(-n2c(C)nc3cc(Cl)ccc3c2=O)nc1,?,nt
CCOC(=O)C1=C(N)OC2=C(C(=O)CCC2)C12C(=O)Nc1ccccc12 (stereo not given),?,nt

# Next section, starting with the last three of the part before.
SMILES,S3 lipid droplet,S3 lipid droplet cell count max
O=C(c1cc2cc(Cl)ccc2[nH]1)N1CCC2(CC1)OCCO2,i,16.0
Cc1ccc(-n2c(C)nc3cc(Cl)ccc3c2=O)nc1,?,nt
CCOC(=O)C1=C(N)OC2=C(C(=O)CCC2)C12C(=O)Nc1ccccc12 (stereo not given),?,nt
Oc1ccc2c3c1O[C@H]1c4oc5ccccc5c4C[C@@]4(O)[C@@H](C2)N(CC2CC2)CC[C@]314,15.1%,-2.2
Cc1onc(-c2c(Cl)cccc2Cl)c1/C(N)=N/OC(=O)N(C)C,3.6%,32.5
CCOP(=O)(OCC)C(NC(=O)c1cccc2ccccc12)C(Cl)(Cl)Cl (stereo not given),9.8%,-20.3
CCc1ccc(NC(=O)C(C)OC(=O)c2c(C)nn(Cc3ccccc3)c2Cl)cc1 (stereo not given),-8.0%,-7.9
OCC12COC3c4ccccc4C(OC1)N32 (stereo not given),?,nt
CCc1ccc(NC(=O)CN2CC(c3ccccc3)CC2=O)cc1 (stereo not given),?,nt
CC(c1ccccc1)n1cncc1C(=O)O (stereo not given),0.9%,3.5
CCN(CC)CCCN=Cc1c(O)n(CCc2ccc(OC)c(OC)c2)c(=O)[nH]c1=O,?,nt
CC1(C)C(C(=O)N2CCN(C(=O)c3ccccc3)CC2)C1(C)C,?,nt
CC(CCc1ccccc1)NC(C)C(O)c1ccc(O)cc1 (stereo not given),?,nt
CCN(CC)C1=NC(=[N+](CC)CC)c2ccccc21,?,nt
C=Cn1ccnc1P(=S)(c1c(C)nn(-c2ccccc2)c1C)c1nccn1C=C,12.5%,-3.0
Cc1ccc(N2C(=O)NC(=O)/C(=C/c3cnn(-c4ccc(C)cc4)c3)C2=O)cc1,5.3%,2.8
CC(C)(C)N1C(=O)NC(=O)/C(=C\c2ccc3c(c2)CCN3CCCCl)C1=O,14.6%,18.1
Cc1[nH]c2c(Cl)cccc2c1CCN,-4.8%,-2.6

# Quoted from the listing.
# In S3 lipid droplet cell count max, `Cc1[nH]c2c(Cl)cccc2c1CCN` has the entry -2.6
# In S3 lipid droplet cell count max, `Cc1onc(-c2c(Cl)cccc2Cl)c1/C(N)=N/OC(=O)N(C)C` has the entry 32.5
# In S3 lipid droplet cell count max, `CC(c1ccccc1)n1cncc1C(=O)O` (stereo not given) has the entry 3.5
# In S3 lipid droplet cell count max, `Oc1ccc2c3c1O[C@H]1c4oc5ccccc5c4C[C@@]4(O)[C@@H](C2)N(CC2CC2)CC[C@]314` has the entry -2.2

# (listing goes on)
SMILES,S3 lipid droplet,S3 lipid droplet cell count max
O=C(c1ccc(CNS(=O)(=O)c2ccccc2)cc1)N1CCC2(CC1)OCCO2,?,nt
CCc1ccc(NP(=O)(Oc2ccccc2F)Oc2ccccc2F)cc1,?,nt
COC(=O)C1=C(c2c(C)noc2C)C[C@@H]2CC[C@H]1N2C(=O)NC1CCCCC1,i,-8.8
CCN(CC)P(=O)(/C=C(\Cl)c1ccccc1)/C=C(\Cl)c1ccccc1,-11.1%,11.1
CCCc1nc2ccc(Br)cc2c(=O)n1-c1ccc([N+](=O)[O-])c(C(F)(F)F)c1,-14.6%,1.3
O=C(CN1CCCC1)Nc1ccc(Cl)cc1C(=O)c1ccccc1,?,nt
CC(C)OCC(O)CN1CC2C[C@@H](C1)Cn1c2cccc1=O (stereo not given in full),?,nt
Cc1cccc(CN2CCCC(C(=O)c3ccc(C(F)(F)F)cc3)C2)n1 (stereo not given),-20.1%,nt
C=CCOC(=O)COc1cc(C)cc2oc(=O)c3c(c12)CCC3,12.7%,-1.9
COC(=O)Cn1cc(/C=C2\C(=O)NC(=O)N(c3ccc(OC)cc3)C2=O)c2ccccc21,?,nt
O=Cc1c(C(=O)O)n(Cc2ccc(Cl)cc2)c2ccccc12,-10.3%,27.8
C#CC(CC)(CC)NC(=O)Nc1ccc(OCC)cc1,-17.0%,-12.5
c1ccc2c(CN3CCCCC3)c[nH]c2c1,-4.7%,19.2
Cc1ccccc1-c1nc(CS(=O)CC(=O)N2CCC3(CC2)OCCO3)c(C)o1 (stereo not given),?,nt
COc1ccc(N=C(C)c2c(O)n(C)c(=O)n(C)c2=O)c(OC)c1,?,nt
CCN1CCN(Cc2nc3ccc([N+](=O)[O-])cc3c(=O)n2-c2ccccc2F)CC1,?,nt
COCCCn1c(N)c(C(=O)Nc2ccccc2)c2nc3ccccc3nc21,-28.4%,10.4
Cc1cc(C(=O)N2CCC3(CC2)OCCO3)cs1,21.6%,nt
CN1CCN(c2nc(N(C)C)oc(=O)c2C#N)CC1,-2.9%,-13.5
Cc1cc(OCC(=O)NCc2ccncc2)c2c3c(c(=O)oc2c1)CCC3,i,-10.8
CCN1CCC2(CC1)NC(=O)c1ccccc1O2,-5.2%,1.2
CC(=NCCN1CCCCC1)c1c(O)n(-c2ccc(Cl)cc2)c(=O)[nH]c1=O,?,nt
CCN(CC)CCN=C(C)c1c(O)n(-c2ccccc2OC)c(=O)[nH]c1=O,?,nt
CC1=C(C(=O)O)N2C(=O)C(NC(=O)Cc3ccccc3)C2SC1 (stereo not given),?,nt
COc1cccc(-n2c(CN3CCOCC3)nc3ccc([N+](=O)[O-])cc3c2=O)c1,?,nt
Cc1cccn2c(=O)c3c(nc12)N1CCC(Cc2ccccc2)CC1C1(C3)C(=O)N(C)C(=O)N(C)C1=O (stereo not given),i,-16.4
Cc1ccc(S(=O)(=O)Nc2cc(C(=O)N3CCC4(CC3)OCCO4)ccc2N2CCCCC2)cc1,?,nt
C=CCN1C(=O)/C(=C/c2cccs2)C(=O)NC1=S,?,nt
O=C(O)C1C2CCC(O2)C1C(=O)Nc1cccc(Br)c1 (stereo not given),?,nt
COc1ccc(C[C@@H]2c3cc(O)c(OC)cc3CCN2C)cc1O,-2.4%,-6.6
O=c1[nH]cc(COCC(F)(F)C(F)(F)C(F)(F)F)c(=O)[nH]1,?,nt
O=[N+]([O-])c1cc2c(cc1CNCCc1ccc3c(c1)OCO3)OCO2,?,nt
C[N+]1(C)[C@@H]2CC[C@H]1CC(OC(=O)[C@@H](CO)c1ccccc1)C2 (stereo not given in full),?,nt
CCN(CC)c1ccc(CNCCc2ccccc2F)cc1,?,nt
CCc1nc(N2CCNCC2)c(C#N)c2c1CSC(C)(C)C2,?,nt
CCC(=NCc1cccnc1)c1c(O)n(-c2ccccc2)c(=O)[nH]c1=O,i,nt
CC(=O)C1C2c3ccccc3OC1(C)N=c1s/c(=C/c3cnn(C)c3)c(=O)n12 (stereo not given),?,nt
COc1ccc(C(=O)CN2CCCCC2)cc1,?,nt
NC(=O)CN1CC(c2ccccc2)CC1=O (stereo not given),i,-5.4
COC(=O)C1=C(c2ccc(F)cc2OCc2ccccc2)C[C@@H]2CC[C@H]1N2C(=O)NCc1ccc2[nH]ccc2c1,?,nt
Cc1nn(C2CCOC(C)(C)C2)c2c1C(c1ccc(OC(C)C)cc1)SCC(=O)N2 (stereo not given),?,nt
C[C@]12CC[C@H](O)C[C@H]1CC[C@@H]1[C@@H]2CC[C@]2(C)[C@@H](C3=CC(=O)OC3)CC[C@]12O,7.5%,8.1
O=C(C[N+]12CCC(CC1)C(CO)C2)c1ccc(Br)cc1 (stereo not given),-12.5%,-8.5
CC1(C)OC(c2ccccc2)=C/C(=C/C=C2C(=O)NC(=S)NC2=O)O1,?,nt
CC(=O)Nc1cccc2c1Cc1ccccc1-2,?,nt

# A stretch taken from the entries so far:
SMILES,S3 lipid droplet,S3 lipid droplet cell count max
C[C@]12CC[C@H](O)C[C@H]1CC[C@@H]1[C@@H]2CC[C@]2(C)[C@@H](C3=CC(=O)OC3)CC[C@]12O,7.5%,8.1
O=C(C[N+]12CCC(CC1)C(CO)C2)c1ccc(Br)cc1 (stereo not given),-12.5%,-8.5
CC1(C)OC(c2ccccc2)=C/C(=C/C=C2C(=O)NC(=S)NC2=O)O1,?,nt
CC(=O)Nc1cccc2c1Cc1ccccc1-2,?,nt

# Later entries:
SMILES,S3 lipid droplet,S3 lipid droplet cell count max
ClCCN1CCN(c2ccnc3cc(Cl)ccc23)CC1,-12.1%,18.7
Cc1ccc(S(=O)(=O)N2CCC(C(=O)N3CCC4(CC3)OCCO4)CC2)cc1,?,nt
CC(=NCCC1=CCCCC1)c1c(O)n(C)c(=O)n(C)c1=O,?,nt
C=C(C)[C@@H]1CC[C@]2(C(=O)O)CC[C@]3(C)C(CCC4[C@@]5(C)CC[C@H](O)C(C)(C)C5CC[C@]43C)C12 (stereo not given in full),2.2%,4.4
Cc1ccc(N)c(C(=O)c2ccc(Br)cc2)c1,?,nt
N#CCCn1cc(C(=O)Nc2ccc(F)cc2)c(-c2ccc([N+](=O)[O-])cc2)n1,?,nt

# Screens: PubChem, National Center for Advancing Translational Sciences (NCATS)
